AGP1-GFP MLPCN: modulators of AGP1-GFP expression in yeast TOR pathway, primary screen, cell-based, multiplex flow cytometry, S. cerevisiae, MLPCN library; AID 2066, 2009; 3 h; GFP as percent of DMSO wells; hit rate 0.02% among 320,000; GFP response vs DMSO, % at 10 µM;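 active means GFP response relative to DMSO above a set limit, near screen average plus 3 SD, cut at about 150% in these data; inconclusive means fewer than 70 cells counted for the yeast strain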;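 further: median GFP channel fluorescence of the gated AGP1 strain per well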
Efflux pump mplx: inhibitors of Candida efflux pumps in yeast, primary screen, S. cerevisiae, Nile Red, multiplex; S. cerevisiae Candida pump triplex; inhibition, % at 10 µM; hit rate 0.44% among 330,000; AID 485275, 2010;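 active means plate passing quality check with inhibition over a set limit, or well fluorescence over plate mean plus 4 SD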;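 further: Nile Red retained in pooled yeast measured as flow cytometry median fluorescence; 0% = buffer negative control and 100% = Enniatin B positive control; higher means more Nile Red kept so more efflux inhibition; some compounds called inactive have numbers as strong as hits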
LAP4-GFP MLPCN: modulators of LAP4-GFP expression in yeast, primary screen, S. cerevisiae, multiplex flow cytometry, MLPCN library; 3 h; median GFP as percent of DMSO wells; GFP response vs DMSO, % at 10 µM; hit rate 0.34% among 320,000;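 active means GFP response vs DMSO above a set limit, about the screen mean plus 3 SD, cut at about 150% in these data; inconclusive means under 70 cell events counted for the yeast strain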
RPL19A TOR yeast: RPL19A-GFP expression modulators in yeast, primary screen, cell-based, S. cerevisiae, multiplex flow cytometry, MLPCN; hit rate 0.3% among 330,000; percent response vs DMSO, % at 10 µM; S. cerevisiae RPL19A-GFP strain, 3 h; active compounds read low; AID 2025, 2009;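 active means percent response vs DMSO below 50%; inconclusive means fewer than 70 events counted for the yeast strain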;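 further: median channel GFP fluorescence of the barcoded RPL19A-GFP strain; ratio of sample median GFP to plate DMSO average so 100% = DMSO; lower means less RPL19A-GFP as with rapamycin TOR inhibition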
MEP2 TOR yeast: modulators of MEP2-GFP levels in yeast, primary screen, S. cerevisiae, multiplex flow cytometry, MLPCN library | hit rate 0.51% among 330,000 | GFP response vs DMSO, % at 10 µM | S. cerevisiae MEP2-GFP strain, 3 h; 100% = DMSO control level;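 active means GFP response versus DMSO above a set limit, roughly screen mean plus 3 SD, cut at about 180% in these data; inconclusive means fewer than 70 cells counted for a yeast strain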;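 further: median GFP fluorescence of the barcode-gated MEP2-GFP cells per well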
CIT2-GFP yeast: modulators of CIT2-GFP expression in yeast, primary screen, S. cerevisiae, GFP fusion, multiplex flow cytometry, MLPCN library. hit rate 0.065% among 320,000. S. cerevisiae CIT2-GFP strain, 3 h; 100 means same as DMSO wells. GFP response vs DMSO, % at 10 µM;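 active means GFP response relative to DMSO above a set limit, near the screen mean plus 3 SD, cut at about 150% in these data; inconclusive means Fewer than 70 cells measured for a yeast strain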;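 further: ratio of well median GFP fluorescence to mean of DMSO wells on the plate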
CR mimetic SO: reduction of superoxide in aged yeast, primary screen, HTS; S. cerevisiae aged cells, superoxide DHE fluorescence; active compounds read low; superoxide response (% of plate mean), % at 10 µM; hit rate 0.18% among 330,000;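 active means superoxide response under a set limit, about three screen SD below normal, cut at about 65% in these data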;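 further: yeast aged for seven days with compound at 30 °C before DHE staining; 100% = average MFI of all compound-treated wells on the plate with controls excluded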
AHR activator: AHR activators, primary screen, cell-based, luminescence, luciferase reporter, human; AHR-responsive luciferase reporter cells; activation, % at 5 µM; hit rate 2.5% among 320,000; AID 2796, 2010; in the data active means activation above about 47%;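 further: 0% = vehicle wells and 100% = reference agonist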
Target sequence (P35869 whole entry, looked up): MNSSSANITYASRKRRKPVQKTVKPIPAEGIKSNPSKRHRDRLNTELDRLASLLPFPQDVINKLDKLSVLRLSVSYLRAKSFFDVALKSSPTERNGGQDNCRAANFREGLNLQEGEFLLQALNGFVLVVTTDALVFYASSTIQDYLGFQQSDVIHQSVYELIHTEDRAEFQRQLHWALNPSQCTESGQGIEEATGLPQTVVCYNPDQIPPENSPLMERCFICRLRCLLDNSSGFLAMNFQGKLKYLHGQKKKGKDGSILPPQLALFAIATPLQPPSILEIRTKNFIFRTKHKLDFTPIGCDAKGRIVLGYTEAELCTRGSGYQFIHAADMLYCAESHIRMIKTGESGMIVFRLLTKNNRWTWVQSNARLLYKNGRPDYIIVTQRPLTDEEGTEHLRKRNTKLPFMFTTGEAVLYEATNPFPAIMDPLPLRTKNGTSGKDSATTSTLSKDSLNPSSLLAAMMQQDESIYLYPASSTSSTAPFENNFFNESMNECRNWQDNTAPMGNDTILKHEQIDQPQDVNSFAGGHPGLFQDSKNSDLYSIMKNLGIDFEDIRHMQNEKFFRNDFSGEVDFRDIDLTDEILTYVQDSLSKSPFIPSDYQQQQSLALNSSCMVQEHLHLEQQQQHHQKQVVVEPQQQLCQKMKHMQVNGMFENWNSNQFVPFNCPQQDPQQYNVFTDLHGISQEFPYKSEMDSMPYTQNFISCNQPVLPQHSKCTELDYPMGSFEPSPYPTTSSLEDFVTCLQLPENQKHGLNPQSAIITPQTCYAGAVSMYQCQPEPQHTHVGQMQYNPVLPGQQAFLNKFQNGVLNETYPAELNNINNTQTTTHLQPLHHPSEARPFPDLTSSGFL
* hit, by the source's call; ? = inconclusive; / = not tested or not shown; [ ] = dose if it differs, or a comment. Compounds were not picked by outcome; overall some 3.9% were active at least once.

SMILES | AGP1-GFP MLPCN | Efflux pump mplx | LAP4-GFP MLPCN | RPL19A TOR yeast | MEP2 TOR yeast | CIT2-GFP yeast | CR mimetic SO | AHR activator
Cc1n[nH]c(C)c1N1C(=O)c2cccc3c(N4CCCCCC4)ccc(c23)C1=O | 103 | 0.3 | 97 | 100 | 109 | 106 | 92 | 10
CCN(c1ccccc1)S(=O)(=O)c1ccc(C(=O)Nc2nnc(C3CC3)o2)cc1 | 107 | -0.1 | 99 | 104 | 102 | 100 | 99 | 1
C/C(=N/NS(=O)(=O)c1ccc(F)cc1)c1ccc(NC(=O)c2ccc(C)o2)cc1 | 106 | -0.1 | 107 | 105 | 113 | 102 | 107 | 7
CCCn1c(SCC(=O)OCC)nc(C(F)(F)F)cc1=O | 92 | 0.0 | 87 | 99 | 106 | 91 | 119 | 0
CC(C)CNC(=O)[C@H](Cc1ccccc1)NC(=O)c1ccco1 | 100 | 0.2 | 101 | 98 | 105 | 95 | 97 | 4
COc1ccc(-c2nnn(CC(=O)c3ccccc3)n2)cc1OC | 99 | -0.1 | 105 | 96 | 97 | 98 | 92 | 0
O=C(CSc1ncc(-c2ccccc2)[nH]1)Nc1ccccc1 | 102 | -0.1 | 99 | 99 | 99 | 102 | 86 | 2
Cc1cc(C)n(CC(O)COc2c(C)cccc2C)n1 (configuration not stated) | 99 | 0.0 | 98 | 103 | 102 | 97 | 104 | -5
CCC1CCC(C(=O)NC(C(=O)NCCN2CCOCC2)C(C)C)CC1 (configuration not stated) | 82 | -0.2 | 94 | 87 | 80 | 92 | 94 | 1
N=c1ccn(Cc2cccc(Cl)c2)cc1 | 96 | 0.1 | 98 | 100 | 100 | 99 | 96 | 0
CC/C(=N\NC(=O)CCC(=O)NCc1ccccc1)c1ccc(O)cc1 | 100 | 0.0 | 99 | 96 | 101 | 96 | 90 | 7
CN(C(=O)COc1ncnc2c1cnn2-c1ccccc1)C1CCCCC1 | 98 | 0.1 | 99 | 106 | 112 | 109 | 104 | 14
CC(=O)c1ccc(S(=O)(=O)N(C)CCCC(=O)N2CCN(c3ncccn3)CC2)cc1 | 96 | 0.2 | 91 | 93 | 99 | 94 | 94 | -1
O=C(COc1ccc(-c2nnco2)cc1)NC1CCCc2ccccc21 (configuration not stated) | 102 | 0.0 | 109 | 99 | 105 | 93 | 83 | 27
O=C(COC(=O)CCc1nc2ccccc2c(=O)[nH]1)NCc1ccc(F)cc1 | 87 | 0.2 | 95 | 97 | 101 | 96 | 110 | 1
CCCCOc1ccc(C(=O)N(Cc2ccccc2)C2CCS(=O)(=O)C2)cc1 (configuration not stated) | 100 | -0.3 | 92 | 100 | 109 | 98 | 96 | 0
O=C1COc2ccc(C(=O)COC(=O)Cn3cnc4ccccc43)cc2N1 | 79 | -0.1 | 94 | 98 | 102 | 91 | 133 | 6
Cc1ccc(S(=O)(=O)Nc2cc(C(=O)NCCN(C)C)ccc2N2CCCC2)cc1 | 104 | 0.3 | 86 | 100 | 100 | 100 | 92 | 0
O=C(O)CCCCc1nc2ccccc2s1 | 103 | -0.2 | 106 | 99 | 103 | 96 | 103 | -2
Cn1cc(CCC(=O)NCc2cccc(Cl)c2)c2ccccc21 | 99 | 0.0 | 105 | 106 | 108 | 96 | 103 | 12
CC(C)(C)c1ccc(S(=O)(=O)NCc2ccc(C(=O)N3CCOCC3)cc2)cc1 | 103 | -0.2 | 105 | 105 | 106 | 111 | 80 | 4
O=C1CCC(C(=O)N2CCCCO2)CN1CCc1ccc(Cl)cc1 (configuration not stated) | 102 | 0.0 | 92 | 103 | 92 | 103 | 90 | 40
COC(=O)c1ccc(NC(=O)C(C)N2C(=O)c3ccccc3C2=O)cc1 (configuration not stated) | 98 | 0.0 | 104 | 97 | 93 | 101 | 94 | -2
CCOc1ccc(C(=O)NCC(=O)NNC(=O)C2COc3ccccc3O2)cc1OCC (configuration not stated) | 116 | 0.1 | 104 | 98 | 103 | 100 | 98 | 7
COC(=O)C1CCN(C(=O)c2cc(-c3ccco3)nc3ccccc23)CC1 | 105 | -0.1 | 105 | 100 | 110 | 117 | 84 | 13

Gathered by group: the entries above containing an NH in an aromatic ring.
SMILES | AGP1-GFP MLPCN | Efflux pump mplx | LAP4-GFP MLPCN | RPL19A TOR yeast | MEP2 TOR yeast | CIT2-GFP yeast | CR mimetic SO | AHR activator
Cc1n[nH]c(C)c1N1C(=O)c2cccc3c(N4CCCCCC4)ccc(c23)C1=O | 103 | 0.3 | 97 | 100 | 109 | 106 | 92 | 10
O=C(CSc1ncc(-c2ccccc2)[nH]1)Nc1ccccc1 | 102 | -0.1 | 99 | 99 | 99 | 102 | 86 | 2
O=C(COC(=O)CCc1nc2ccccc2c(=O)[nH]1)NCc1ccc(F)cc1 | 87 | 0.2 | 95 | 97 | 101 | 96 | 110 | 1

Additional structures follow.
SMILES | AGP1-GFP MLPCN | Efflux pump mplx | LAP4-GFP MLPCN | RPL19A TOR yeast | MEP2 TOR yeast | CIT2-GFP yeast | CR mimetic SO | AHR activator
COc1ccc(CNC(=O)c2csc(Cc3ccccc3)n2)cc1 | 106 | 0.1 | 112 | 104 | 104 | 96 | 104 | 3
O=C(Cc1ccc(S(=O)(=O)N2CCOCC2)s1)Oc1ccc(F)cc1 | 104 | -0.1 | 104 | 105 | 100 | 108 | 85 | 0
COCCCNc1ncnc2c1sc1nc(-c3ccco3)c3c(c12)CC(C)(C)OC3 | 99 | 0.0 | 114 | 97 | 102 | 95 | 107 | 7
COc1ccc(C(=O)COC(=O)c2ccccn2)cc1OC | 102 | 0.2 | 103 | 100 | 100 | 103 | 125 | 3
O=C(CN1CCOCC1)n1c2ccccc2c2ccccc21 | 82 | 0.1 | ? | 89 | 85 | 86 | 115 | 18
CC(=O)Nc1ccc(Nc2nnc(-c3ccc(O)cc3)c3ccccc23)cc1 | 103 | -0.2 | 93 | 103 | 102 | 107 | 90 | 3
COc1ccc(COC(=O)c2ccc(S(=O)(=O)N3CCCCC3)cc2)cc1OC | 93 | 0.3 | 85 | 90 | 93 | 88 | 102 | -1
COc1ccc(CCN2CC(C(=O)N3CCC(O)(c4ccccc4)CC3)CCC2=O)cc1 (configuration not stated) | 101 | -0.1 | 106 | 102 | 105 | 98 | 90 | -2
C=CCn1c(SCc2ccc(F)cc2)nnc1-c1sc2nc(C)cc(C)c2c1N | 101 | 0.0 | 101 | 94 | 95 | 99 | 99 | 10
Cc1ccc2oc(=O)cc(CN3CCC(C)CC3)c2c1 | 100 | 0.2 | 93 | 98 | 96 | 95 | 106 | -3
Cc1c(C(=O)O)sc2nc(/C=C/c3cccc(F)c3)[nH]c(=O)c12 | 86 | 0.1 | 80 | 102 | 105 | 94 | 93 | 9
CC(C)n1c(SCC(=O)N2CCN(C(=O)c3ccco3)CC2)nc2c1c(=O)n(C)c(=O)n2C | 102 | 0.1 | 99 | 97 | 100 | 96 | 104 | 0
CCN1C(=O)C(=O)N(CC(=O)NC(C)CCc2ccccc2)C1=O (configuration not stated) | 97 | -0.1 | 88 | 95 | 90 | 91 | 87 | -1
Cc1cc2oc3c(c(=O)c2cc1C)C(c1ccc(F)cc1)N(CCCN1CCOCC1)C3=O (configuration not stated) | 108 | 0.1 | 100 | 108 | 99 | 105 | 110 | -1
O=C(NCc1n[nH]c(=S)n1-c1cccc(C(F)(F)F)c1)c1ccc(S(=O)(=O)N2CCCCC2)cc1 | ? | 0.0 | 59[may fluoresce violet] | 26*[may fluoresce violet] | 221*[may fluoresce violet] | ? | 108 | 2
CSc1nc(C)cc(-n2cc(F)c(=O)[nH]c2=O)n1 | 92 | -0.1 | 93 | 87 | 95 | 100 | 93 | 0
COc1ccc(NC(=S)N2CCCC2)cc1 | 92 | -0.1 | 86 | 100 | 101 | 95 | 90 | 1
CC(=O)Nc1ccc(/C=N/NC(=O)c2cccs2)cc1 | 92 | 0.5 | 97 | 99 | 97 | 94 | 137 | 21
Cc1ccccc1NC(=O)Cc1nc(COC(=O)CCOc2ccccc2)cs1 | 86 | -0.2 | 86 | 96 | 91 | 90 | 85 | 0
CC1=C(C(=O)O)N2C(=O)C(NC(=O)c3ccccc3Cl)C2SC1 (configuration not stated) | 98 | 0.0 | 109 | 102 | 113 | 99 | 88 | -1
O=C(NCc1cccnc1)c1ccc2c(c1)OCO2 | 95 | 0.0 | 80 | 99 | 105 | 119 | 95 | 3
Cc1cccc(C(=O)OCC(=O)NC(=O)Cc2ccccc2)c1O | 81 | 0.7 | 90 | 100 | 99 | 99 | 95 | 1
COc1ccc(/C=C(\NC(=O)c2ccc(OC)cc2)C(=O)NC(CCSC)C(=O)O)cc1 (configuration not stated) | 109 | -0.1 | 102 | 104 | 105 | 111 | 106 | -5
CN1CCC(N(C)C(=O)c2ccc(Cl)c(S(=O)(=O)N3CCCCC3)c2)CC1 | 97 | 0.1 | 99 | 97 | 92 | 99 | 104 | -2
CC1(C)CC(=O)C(N=Nc2ccc(S(=O)(=O)N3CCOCC3)cc2)=C(O)C1 | 103 | 0.0 | 100 | 107 | 104 | 106 | 89 | 1
SMILES | AGP1-GFP MLPCN | Efflux pump mplx | LAP4-GFP MLPCN | RPL19A TOR yeast | MEP2 TOR yeast | CIT2-GFP yeast | CR mimetic SO | AHR activator
COc1ccc(NC(=O)NCCCCc2ccccc2)c(OC)c1 | 91 | 1.3 | 92 | 98 | 94 | 90 | 103 | 19
COc1ccc(CNC(=O)[C@H](C)NC(=O)N2CCn3c2nc2ccccc23)cc1 | 104 | 0.3 | 97 | 101 | 95 | 100 | 94 | 3
CCN(CC)CCOC(=O)C(Cc1cccc2ccccc12)CC1CCCO1 (configuration not stated) | 99 | -0.1 | 94 | 103 | 105 | 107 | 126 | 3
CN(C)c1ccc(C(=O)Nc2ccc(CN3CCS(=O)(=O)CC3)cc2)cc1 | 105 | 0.1 | 112 | 104 | 101 | 99 | 108 | -1
COC(=O)c1cc(=O)nc2sc(-c3cccs3)nn12 | / | -0.1 | 113 | 100 | 105 | 103 | 127 | 7
CCC1CCCCN1CCCNC(=O)Cn1ncn2nc(-c3ccc(OC)cc3)cc2c1=O (configuration not stated) | 97 | 0.8 | 100 | 98 | 100 | 97 | 104 | -4
O=c1[nH]c(-c2ccc(Cl)cc2)cs1 | 81 | -0.1 | 120 | 63 | 94 | 84 | 91 | 10
CCn1c(SCC(=O)N2CCCCC2)nnc1-c1ccc(S(=O)(=O)N2CCN(C)CC2)cc1 | 109 | -0.2 | 99 | 105 | 101 | 108 | 99 | -1
CC(NC(=O)COC(=O)c1cccnc1Cl)C12CC3CC(CC(C3)C1)C2 (configuration not stated) | 100 | 0.1 | 98 | 101 | 105 | 106 | 81 | 2
Cn1c2ccccc2c(=O)c2cc(NCCCN3CCOCC3)ccc21 | 86 | 0.0 | 84 | 92 | 97 | 90 | 97 | 16
COC(=O)c1sc2nc(C)cc(C)c2c1N | 104 | -0.2 | 109 | 100 | 104 | 100 | 94 | -6
COC(=O)c1cccc(COC(=O)c2cc3ccccc3oc2=O)c1 | 102 | -0.2 | 101 | 107 | 104 | 105 | 101 | 0
Cc1nc(Cc2nnc(SCC(=O)N3CCN(c4ccc(O)cc4)CC3)o2)cs1 | 104 | 0.0 | 108 | 100 | 99 | 98 | 104 | 0
O=C(c1sc2cc(F)ccc2c1Cl)N1CCN(c2ccccc2)CC1 | 95 | 0.1 | 91 | 99 | 93 | 100 | 100 | 0
CSc1ccc(CCNC(=O)CCc2nnc3ccc(N4CCCCC4)nn23)cc1 | 104 | 0.0 | 102 | 102 | 98 | 106 | 92 | -3

Screening results deposited in PubChem BioAssay by several laboratories.
